Assay outcomes as filed in PubChem BioAssay.
PNC assembly inh = High Content Assay for Compounds that inhibit the Assembly of the Perinucleolar Compartment | PC3M PTB-GFP, PNC prevalence imaging, 16 h; stronger effect = lower value | activity change (PNC), negative = inhibition, % at 10 µM | hit rate 3.1% among 140,000;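 active means readout at or below -70, meaning at least 70% loss of cells showing the perinucleolar compartment, a nuclear body marking cancer cells; inconclusive means readout between -30 and a set limit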;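 further: plate controls were DMSO wells for no effect and camptothecin positive control wells for full effect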
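Compounds are pinned in duplicate onto adhered PC3M cells stably expressing GFP-tagged PTB and incubated 16 h at 37 C. Cells are then fixed, nuclei stained with Hoechst, and PNC-positive cells counted.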
IMPase cell inh = qHTS Assay for Identifying the Cell-Membrane Permeable IMPase Inhibitors. CHO-M1 cells, IP1 accumulation, HTRF TR-FRET ratio. 120,000 tested, under 10 active. AID 901, 2007. inhibition (IP1 accumulation), % at 46.1 µM. Inositol monophosphatase 1 (Rattus norvegicus), P97697; active means well fitted curve in the direction sought with a large enough effect in the signal ratio, not every such curve was filed as active; inconclusive means small, poorly fitted or top-dose-only effect, or a change in a side signal; inactive means no such curve, though single readings can be large or run the other way; the % refers to the signal ratio;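 further: cells stimulated with carbachol in lithium chloride buffer; plate controls were DMSO basal wells for no effect and reference inhibitor wells for full effect; higher means more IMPase inhibition seen as more IP1 and lower FRET ratio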
Target sequence (P97697 whole entry, looked up): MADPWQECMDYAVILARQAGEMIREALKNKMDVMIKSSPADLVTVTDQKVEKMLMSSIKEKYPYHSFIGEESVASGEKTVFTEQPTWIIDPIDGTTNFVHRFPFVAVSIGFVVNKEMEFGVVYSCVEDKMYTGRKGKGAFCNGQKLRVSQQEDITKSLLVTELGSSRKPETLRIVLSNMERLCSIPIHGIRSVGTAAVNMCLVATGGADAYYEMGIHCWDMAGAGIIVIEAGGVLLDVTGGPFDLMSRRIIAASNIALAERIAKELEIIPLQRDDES
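CHO-M1 cells (CHO stably expressing M1 receptor), compound up to 46 uM final, stimulated with carbachol (50 uM as added) in buffer with 50mM LiCl, pH 7.4, 30 min at 37C. Cytosolic IP1 read by TR-FRET; AC50 from Hill fits.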
ALOX12 inhib = qHTS Assay for Inhibitors of 12-hLO (12-human lipoxygenase); purified 12-hLO, xylenol orange hydroperoxide absorbance; Potency, µM (series often up to 57.1 µM), for the others: at the highest dose activity change, negative = inhibition, hits mostly inhibitors; hit rate 0.12% among 150,000; AID 1452, 2008; further: potency means the concentration at half of the fitted maximal effect; nearly all actives have a fitted effect of over 55% in size; many of its hits are not listed in these tables
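Xylenol orange chromogenic assay: hydroperoxide from 12hLO oxidises Fe(II), giving red-shifted Fe(III)-XO absorbance. Conditions: 150 nM enzyme, 40 uM arachidonic acid, 25 mM Hepes pH 7.0, 0.01% Triton X-100, 30 min, room temperature.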
ALOX15B inhib = qHTS Assay for Inhibitors of 15-hLO-2 (15-human lipoxygenase 2); purified 15hLO-2, xylenol orange hydroperoxide absorbance; Potency, µM (titrated, usually from 57.1 µM), for inactives: top-dose activity change, negative = inhibition, usual class: inhibitors; hit rate 0.56% among 110,000; AID 881, 2007; further: potency means the concentration at half of the fitted maximal effect; nearly all actives have a fitted effect of over 60% in size; many of its hits are not listed in these tables
Target sequence (O15296 whole entry, looked up): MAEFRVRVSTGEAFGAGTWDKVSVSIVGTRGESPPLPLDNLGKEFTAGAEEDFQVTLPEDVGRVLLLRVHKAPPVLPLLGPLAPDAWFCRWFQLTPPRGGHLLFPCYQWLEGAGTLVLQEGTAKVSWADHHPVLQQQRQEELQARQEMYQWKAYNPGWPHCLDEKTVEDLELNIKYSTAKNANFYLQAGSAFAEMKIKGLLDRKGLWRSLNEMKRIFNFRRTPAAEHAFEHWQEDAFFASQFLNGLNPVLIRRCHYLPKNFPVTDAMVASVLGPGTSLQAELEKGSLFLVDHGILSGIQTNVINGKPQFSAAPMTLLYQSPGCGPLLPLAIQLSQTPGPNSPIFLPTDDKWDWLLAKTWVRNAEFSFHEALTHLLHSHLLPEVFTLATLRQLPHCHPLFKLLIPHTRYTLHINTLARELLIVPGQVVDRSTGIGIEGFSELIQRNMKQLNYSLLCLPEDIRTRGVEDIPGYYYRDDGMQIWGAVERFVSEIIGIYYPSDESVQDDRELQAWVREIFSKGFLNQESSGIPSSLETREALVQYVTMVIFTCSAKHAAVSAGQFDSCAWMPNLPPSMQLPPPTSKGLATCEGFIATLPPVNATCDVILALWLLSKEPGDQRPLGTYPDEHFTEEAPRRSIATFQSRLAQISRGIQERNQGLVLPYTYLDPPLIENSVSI
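Enzyme 50 nM, AA 45 uM, 25 mM Hepes pH 7.5 + 0.01% Triton X-100; cpd preinc 15 min RT, rxn 90 min RT; stop/detect with 200 uM XO + 300 uM Fe(II) in 50 mM H2SO4, 30 min; A573/A405.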
* marks the source's active call; other numbers are inactive results; ? = inconclusive; . = no result given; [ ] = dose if it differs, or a comment. Unless noted, the call rests on the fitted dose curve; in most records, active means well fitted curve in the direction sought with a large enough effect; inconclusive means small, poorly fitted or top-dose-only effect, or another doubt; inactive means no such curve, though single readings can be large; an effect the other way counts as inactive or inconclusive. Unless noted, on the % scale 0 is the no-effect control and ±100 the full control effect.

SMILES	PNC assembly inh	IMPase cell inh	ALOX12 inhib	ALOX15B inhib
CNS(=O)(=O)c1cccc(C(=O)OCc2cc(=O)n3cc(Br)ccc3n2)c1	-13	.	-3%	.
O=C(O)c1cc2nc(C3CC3)cc(C(F)(F)F)n2n1	-22	0	6%	3%
CCc1ccc(N2C(=O)CC(N3CCC(C(=O)OC)CC3)C2=O)cc1 (centres undefined)	-1	-4	2%	-10%
COc1ccc(Cc2nnc(NC(=O)CSc3ccccc3)s2)cc1	23	?	0%	-6%[11.4 µM]
O=C(CN=C1NC(=O)C(c2ccccc2)(c2ccccc2)N1)NCc1ccc(F)cc1	11	.	-4%	.
CCOC(=O)N1CCN(C(=O)c2cc3sccc3n2C)CC1	?	0	2%	2%
Cc1ccc2c(C(=O)CN3CCN(C4CCCCC4)CC3)c(C)[nH]c2c1	?	3	5%	30%[activator]
COC(=O)C(CC(C)C)NC(=O)c1cc(OC)c(OC)c(OC)c1 (centres undefined)	?	0	10%	2%
O=C(CSc1nnc(-c2cc3ccccc3cc2O)n1Cc1ccco1)c1ccc(F)cc1	7	9	-14%	0%
CCOC(=O)CCSc1nc(C(C)(C)C)cc(C(F)(F)F)c1C#N	53	6	-2%	.
CC(C)(C)C(=O)[C@@H]1[C@@H]2C(=O)N(Cc3ccccc3)C(=O)[C@@H]2[C@H]2c3ccccc3C=CN12	?	-4	-3%	-16%
CC1CCN(C(=O)COC(=O)c2n[nH]c3ccccc23)CC1	?	0	1%	5%
CN(CCC#N)c1ncnc2scc(-c3ccccc3)c12	-28	5	2%	8%
CC1(C)NC(=O)N(CC(O)COC2CCCCC2)C1=O (centres undefined)	26	-3	-3%	11%
CC(=O)N/C(=C/c1ccc2c(c1)OCO2)C(=O)NCCO	-13	.	2%	.
O=C(CCCN1C(=O)c2cccc3cccc(c23)C1=O)N1CCc2ccccc2C1	-29	-2	-4%	-12%
Cc1cccc2nc(CNc3ccc(F)cc3)cn12	1	-13	1%	4%
CCCn1c(/C=N/Nc2nc3ccccc3[nH]2)nc2ccccc21	31	.	-4%	.
COc1ccc(C2c3sc(=O)[nH]c3SC3C4CCC(C4)C23)cc1OC (centres undefined)	76	-2	-3%	.
COc1cccc(NC(=O)C2CCCN(S(=O)(=O)c3ccc(-n4cnnn4)cc3)C2)c1 (centres undefined)	3	3	-6%	4%
O=C(COc1ncnc2ccccc12)NC(=O)NCc1ccccc1	-16	-2	0%	9%
Cc1ccc(S(=O)(=O)/N=C(\CSC(N)=O)Nc2ccccc2)cc1	-1	5	1%	3%
Cc1ccc(C)c(NC(=S)N2CCN(c3cccc(C(F)(F)F)c3)CC2)c1	43	-2	-6%	-4%
CC(=O)N(C)c1ccc(NC(=S)Nc2cccc3ccccc23)cc1	-25	-18	-12%	.
COC(=O)COc1ccc(S(=O)(=O)Nc2ccc3c(c2)OCCO3)cc1Cl	-9	8	-1%	0%
Oc1cccc(O)c1O	.	.	8%	19%
Cc1sc2ncn(CC(=O)N(CC(=O)NC3CCCC3)Cc3cccs3)c(=O)c2c1C	?	-2	0%	?
CC(=O)/C(N=Nc1ccc2c(c1)OCO2)=C(\C)O	?	.	4%	.
Cc1ccccc1OCC(=O)Nc1cccc(N(C)S(C)(=O)=O)c1	7	?	0%	-5%[11.4 µM]
CCOC(=O)Cc1csc(NC(=O)CSc2nnnn2-c2ccc(F)cc2)n1	?	-9	-2%	-3%
Cc1c(C)n(C)c2ccc([N+](=O)[O-])cc12	79	-11	-5%	-1%
Cc1ccc(S(=O)(=O)CCc2nc3ccccc3s2)cc1C	76	-6	-6%	-1%
Nc1nc(-c2ccc3ccccc3c2)c(C2(O)C(=O)Nc3c(Br)cc(F)cc32)s1 (centres undefined)	-15	0	3%	2%
COc1cccc(-c2cc(C(=O)NCCCn3ccnc3)c3ccccc3n2)c1	-1	.	0%	.
COc1ccc(OCCSc2ncccn2)cc1	?	9	9%	3%
Cc1cc(NS(=O)(=O)c2ccc(N3C(=O)C4C5C=CC(C5)C4C3=O)cc2)nc(C)n1 (centres undefined)	?	-16	-2%	.
Cc1ccc(S(=O)(=O)NCC(=O)OCc2nnc(-c3ccccc3)o2)cc1C	59	5	-4%	0%
CCOC(=O)c1ccccc1NC(=O)CSc1nnnn1C	29	-2	-2%	.
COc1cccc(C(Nc2ccccn2)c2c(NC(=O)c3ccco3)sc(C)c2C)c1 (centres undefined)	-23	5	2%	.
CC(=O)c1n[nH]nc1Nc1nc(C)cc(C)n1	-29	-10	4%	.
CCc1cc[n+](/C(C(=S)Nc2cccc(C)c2)=C(/[O-])c2ccc(C)c([N+](=O)[O-])c2)cc1	?	23	-8%	.
CC(C)CC(=O)Nc1ccc(-c2nc3ccccc3c(=O)o2)cc1	?	.	9%	.
O=C(c1cnccn1)N1CCC2(CCCN(c3ccccc3)C2)CC1	.	.	-2%	-2%
CC/C(CC(C)(C)c1ccccc1)=N\O	?	-1	2%	3%
COc1ccc([N+](=O)[O-])cc1NC(=O)/C=C/C(=O)O	20	.	4%	.

Exported in markdown: four of the compounds above
| compound | PNC assembly inh | IMPase cell inh | ALOX12 inhib | ALOX15B inhib |
| --- | --- | --- | --- | --- |
| Cc1ccc(S(=O)(=O)CCc2nc3ccccc3s2)cc1C | 76 | -6 | -6% | -1% |
| Nc1nc(-c2ccc3ccccc3c2)c(C2(O)C(=O)Nc3c(Br)cc(F)cc32)s1 (centres undefined) | -15 | 0 | 3% | 2% |
| COc1cccc(-c2cc(C(=O)NCCCn3ccnc3)c3ccccc3n2)c1 | -1 | . | 0% | . |
| COc1ccc(OCCSc2ncccn2)cc1 | ? | 9 | 9% | 3% |

Sorted by the number under PNC assembly inh (lowest first): some entries from above.
SMILES	PNC assembly inh	IMPase cell inh	ALOX12 inhib	ALOX15B inhib
Nc1nc(-c2ccc3ccccc3c2)c(C2(O)C(=O)Nc3c(Br)cc(F)cc32)s1 (centres undefined)	-15	0	3%	2%
COc1cccc(-c2cc(C(=O)NCCCn3ccnc3)c3ccccc3n2)c1	-1	.	0%	.
CCOC(=O)c1ccccc1NC(=O)CSc1nnnn1C	29	-2	-2%	.

(continued)
SMILES	PNC assembly inh	IMPase cell inh	ALOX12 inhib	ALOX15B inhib
O=C(CSc1nnnn1Cc1ccccc1)NCCc1ccccc1	44	2	-1%	-1%
Cc1ccccc1Cn1ccc(NC(=O)c2onc(C)c2Cl)n1	2	14	-2%	.
O=C(Oc1cncc(Cl)c1)c1ccco1	-81*	?	-7%	.
COc1cccc(NC(=O)CN(C)C(=O)c2ccc3ccccc3c2)c1	?	-1	3%	-7%
CCC(C)Sc1nnc(Cc2cc(=O)[nH]c(=O)[nH]2)n1-c1ccc(OC)cc1 (centres undefined)	-29	1	-2%	0%
CCc1ccc(OCC(=O)NC(NC(=S)Nc2ccc(Cl)cc2)C(Cl)(Cl)Cl)cc1 (centres undefined)	?	.	2%	.
O=C(O)CS(=O)(=O)CC(=O)O	22	?	-4%	19%
CCn1cc(C(=O)N2CCN(c3ccccn3)CC2)c2cc(OC)c(OC)cc2c1=O	-10	16	1%	1%
Cc1ccc(/C=N/NC(=O)Cn2cnc3ccccc32)o1	18	-2	0%	-13%
Cc1occc1C(=O)Nc1cccc2ccccc12	-24	4	2%	.
Cc1cc2ncn(N)c2cc1C	45	-3	1%	6%
CCOC(=O)CSc1nc2ccc(NC(C)=O)cc2s1	-17	8	1%	-1%
CS(=O)(=O)N1CCN(c2nc(-c3ccccc3)cs2)CC1	?	-2	-1%	1%
CS(=O)(=O)N(CC(=O)N1CCC(C(N)=O)CC1)C1CCCCC1	22	11	-3%	-9%
CCCc1[nH][nH]c(=O)c1C(c1ccc(Br)cc1)C(C#N)C#N (centres undefined)	-22	-3	-27%	36%[activator]
O=C(CCC(=O)Nc1ccccc1)NNC(=O)COc1ccccc1	10	.	1%	.
Cc1cccc(CC(Cc2nc3ccccc3[nH]2)c2nc3ccccc3[nH]2)c1 (centres undefined)	?	4	0%	39%[activator]
Cn1c(=O)c2ncn(CC(=O)Nc3cc(C(F)(F)F)ccc3N3CCOCC3)c2n(C)c1=O	23	3	0%	3%
CCOC(=O)CN1C(=O)C(C)(C)Oc2ccc(C(=O)Nc3ccccc3OC)cc21	8	2	5%	-1%
CCC(=O)N1CCN(C(=O)c2ccccc2)CC1	.	0	-4%	2%
COc1cccc(C2=CC(c3ccc(N(C)C)cc3)n3nnnc3N2)c1 (centres undefined)	22	10	4%	-5%
COc1ccc(C(=O)OCC2CC(c3ccccc3)N(C)O2)cc1 (centres undefined)	69	8	2%	7%
CCC(=O)Nc1ccc(C(=O)N/N=C/c2ccc([N+](=O)[O-])cc2)cc1	-27	8	2%	.
C=CCN=C1NN=C(c2cc(C)n(CC=C)c2C)CS1	0	.	-5%	.
CCOC(=O)CC(NC(=O)c1cc2cc(Cl)cc(Cl)c2oc1=O)c1cccc([N+](=O)[O-])c1 (centres undefined)	?	-3	-2%	.
CN(C)C(=O)COc1ccc2ccc(=O)oc2c1	11	-2	-3%	-4%
Cn1c(C(=O)Nc2ccc3c(c2)OCO3)cc2sccc21	?	-6	-2%	-11%
O=C(CN1C(=O)CCC1=O)NCC12CC3CC(CC(C3)C1)C2	22	?	-5%	17%
O=C(NCCN1C(=O)S/C(=C\c2ccc(F)cc2)C1=O)C1CCN(S(=O)(=O)c2cccs2)CC1	-15	.	4%	.
O=S(=O)(N1CCOCC1)n1cnc2ccccc21	12	0	0%	3%

3 compounds already listed, arranged by molecular weight, rising:
SMILES	PNC assembly inh	IMPase cell inh	ALOX12 inhib	ALOX15B inhib
CC(=O)N(C)c1ccc(NC(=S)Nc2cccc3ccccc23)cc1	-25	-18	-12%	.
Cc1ccc(S(=O)(=O)/N=C(\CSC(N)=O)Nc2ccccc2)cc1	-1	5	1%	3%
Cc1sc2ncn(CC(=O)N(CC(=O)NC3CCCC3)Cc3cccs3)c(=O)c2c1C	?	-2	0%	?

Further records follow:
SMILES	PNC assembly inh	IMPase cell inh	ALOX12 inhib	ALOX15B inhib
NC(=O)C1CCN(c2nc(C3CC3)nc3c2nnn3Cc2ccccc2)CC1	-13	8	-2%	0%
CC(=O)Nc1ncc2c(n1)CC(c1ccco1)CC2=O (centres undefined)	-29	-5	6%	11%
CCCSc1ccc(-c2nn(-c3ccccc3)cc2/C=C(/C#N)C(=O)N2CCOCC2)cc1	27	.	-1%	.
Fc1ccc2c(c1)C(c1ccncc1)=NNC(c1ccccc1)=N2	-9	8	0%	.
COC(=O)[C@@]1(Cc2ccc(OC)cc2)[C@H]2c3cc(C(=O)N(C)C)n(Cc4ccccc4)c3C[C@H]2CN1C(=O)c1ccccc1	.	.	-5%	-7%
O=C(O)CCC(=O)OCC1CCCCC1	?	1	3%	4%
O=C(NC1CCCCC1)c1ccc(Cl)c(NC(=O)c2ccccc2F)c1	?	.	5%	.
O=C(CC1N=C2c3ccccc3N=C(SCc3ccccc3Cl)N2C1=O)NCc1ccco1 (centres undefined)	10	-6	0%	?
NC(=O)CSc1nnc(Cn2c(=O)sc3ccccc32)n1CCc1ccccc1	-23	-10	9%	.

Only part of the results is shown. The share of hits here may be higher or lower than overall.
